TGFb inhibitor: TGF-b pathway inhibition. HepG2 CAGA-GFP TGF-b/SMAD3 reporter, GFP fluorescence, 18 h; TGF-beta stimulated, 500 pg/mL final. 410,000 tested, 1.2% active. AID 588855. Potency, µM (top dose mostly 46.1 µM), without a hit: top-dose activity, negative = inhibition, usual class: inhibitors; further: potency means the concentration at half of the fitted maximal effect; on the % scale 0 is the no-effect control and ±100 the full control effect; nearly all actives have a fitted effect of over 65% in size
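Inhibition of TGF-beta-driven CAGA-GFP reporter expression in HEPG2 cells is measured by cellular GFP fluorescence after 18 h stimulation with 500 pg/mL recombinant TGF-beta in 1% FBS medium at 37 degrees C.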
CCT chaperon mod: cytosolic chaperonin activity modulation | purified chaperonin ATPase assay, HTRF ADP detection, 30 min | activity change, % (concentration not given with the values), hits read low | 360,000 tested, 0.3% active | AID 651819; in the data active means activity change below about -30%; further: on the % scale 0 is the no-effect control and ±100 the full control effect
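Enzyme 40 or 20 nM (batch-dependent) in Tris pH 7.4/KCl/MgCl2/DTT; cpd 76 uM single point; ATP 10 uM; 30 min 37 °C; Transcreener ADP HTRF detection, 30 min RT; ratio 665/615.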
Nrf2 inh: inhibitors of Nrf2 signaling; A549 ARE-Fluc reporter, luciferase luminescence, 18-24 h; Potency, µM (series often up to 46 µM), for the others: top-dose activity change, negative = inhibition, most hits filed as inhibitors; 360,000 tested, 2.1% active; further: potency means the concentration at half of the fitted maximal effect; on the % scale 0 is the no-effect control and ±100 the full control effect; nearly all actives have a fitted effect of over 60% in size
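Cells were seeded and rested 2 h, then exposed to compounds for 18-24 h. CellTiter-Fluor was read first as a viability measure. BugLite was added 15 min before the final luminescent read of ARE-luciferase activity in A549 cells.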
MmCpn inh: inhibitors of Methanococcus maripaludis chaperonin (MmCpn); purified Mm-Cpn ATPase, ADP Transcreener TR-FRET; Potency, µM (top dose mostly 76.9 µM), for the others: at the highest dose activity, negative = inhibition, actives largely listed as inhibitors; 330,000 tested, 0.031% active; further: potency means the concentration at half of the fitted maximal effect; on the % scale 0 is the no-effect control and ±100 the full control effect; nearly all actives have a fitted effect of over 80% in size
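25 nM Mm-CPN + cpd, 10 min 37°C; + 10 uM ATP, 30 min 37°C; buffer 30 mM Tris pH 7.4, 100 mM KCl, 5 mM MgCl2, 1 mM DTT; Transcreener ADP HTRF detection 30 min RT.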
A549 tox: kills or reduces viability of A549 cells in Nrf2 counter-screen; 390,000 tested, 0.16% active; A549 ARE-Fluc cells, CellTiter-Fluor viability, 18-24 h; Potency, µM (highest dose often 46 µM), for the others: at the highest dose activity change, negative = cytotoxicity, usual class: inhibitors; AID 504648; further: potency means the concentration at half of the fitted maximal effect; on the % scale 0 is the no-effect control and ±100 the full control effect
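A549 ARE_Fluc cells in 5% FBS OPTI-MEM were exposed to compounds in concentration-response for 18-24 h at 37 deg C. Viability was read by CellTiter-Fluor fluorescence (Ex 405/Em 525) after 30 min, before the luciferase read.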
EPAC2 agonist: EPAC2 (human) agonism | Q8WZA2 | EPAC2 activation, biochemical qHTS; response scale: 100% = 6.5 mM cAMP response | Potency, µM (highest dose often 154 µM), inactives show at the highest dose activation, usual class: activators | 360,000 tested, 0.079% active | AID 720711; further: potency means the concentration at half of the fitted maximal effect; nearly all actives have a fitted effect of over 50% in size
Target sequence (Q8WZA2 whole entry, looked up): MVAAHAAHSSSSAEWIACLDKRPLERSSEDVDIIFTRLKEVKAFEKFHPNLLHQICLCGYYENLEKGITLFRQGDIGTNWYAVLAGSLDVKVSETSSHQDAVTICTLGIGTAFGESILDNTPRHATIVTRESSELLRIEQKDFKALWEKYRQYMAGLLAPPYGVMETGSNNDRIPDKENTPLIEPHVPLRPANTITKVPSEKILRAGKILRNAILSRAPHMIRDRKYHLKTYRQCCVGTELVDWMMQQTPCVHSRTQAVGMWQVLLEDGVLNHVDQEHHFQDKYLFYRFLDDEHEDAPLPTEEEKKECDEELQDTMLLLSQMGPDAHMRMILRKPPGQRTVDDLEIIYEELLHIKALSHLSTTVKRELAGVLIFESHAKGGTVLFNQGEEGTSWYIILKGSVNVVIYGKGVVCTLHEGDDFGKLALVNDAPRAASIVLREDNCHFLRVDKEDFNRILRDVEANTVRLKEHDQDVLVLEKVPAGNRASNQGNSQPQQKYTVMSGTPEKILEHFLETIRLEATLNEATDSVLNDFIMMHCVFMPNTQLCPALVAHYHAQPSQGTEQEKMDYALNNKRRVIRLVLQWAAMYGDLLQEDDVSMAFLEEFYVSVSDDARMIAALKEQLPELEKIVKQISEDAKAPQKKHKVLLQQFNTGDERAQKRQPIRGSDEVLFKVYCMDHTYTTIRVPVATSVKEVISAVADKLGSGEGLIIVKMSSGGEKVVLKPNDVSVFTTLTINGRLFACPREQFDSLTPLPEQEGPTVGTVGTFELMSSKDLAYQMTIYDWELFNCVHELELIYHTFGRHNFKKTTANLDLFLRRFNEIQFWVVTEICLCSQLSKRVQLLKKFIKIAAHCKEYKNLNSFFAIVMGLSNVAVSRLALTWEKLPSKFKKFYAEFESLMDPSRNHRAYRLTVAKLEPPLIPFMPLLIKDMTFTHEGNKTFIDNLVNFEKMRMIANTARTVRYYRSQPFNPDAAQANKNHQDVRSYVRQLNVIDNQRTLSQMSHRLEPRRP
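Compounds were titrated in qHTS against a Rap1B-BODIPY-GDP (250 nM) complex with EPAC2 (100 nM) and GDP (50 uM). BODIPY-GDP release tracked at 480/540 nm over 30 min at room temperature, normalized to 6.5 mM cAMP.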
Nrf2 activator: activates Nrf2 signaling. AID 624171. Potency, µM (highest dose often 46.1 µM), for the others: at the top dose activation, actives largely listed as activators. AREc32 ARE-luciferase reporter (MCF7-derived line), luminescence, 24 h. 410,000 tested, 0.31% active; further: potency means the concentration at half of the fitted maximal effect; % of control where 0% means no effect; nearly all actives have a fitted effect of over 65% in size
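AREc32 cells carrying an ARE-driven firefly luciferase reporter were seeded at 1000 cells/well in OPTI-MEM with 5% FBS, then exposed to compound for 24 hr at 37 deg C. Luminescence was read with Steady-Glo after 30 min at RT.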
pAkt inh: inhibitors of Akt phosphorylation. Neuro2A IGF-stimulated pAkt S473 HTRF, 20 min; hits give low values. activity change, % for hits at 50 µM. 360,000 tested, 0.32% active; in the data active means activity change below about -80%; inconclusive means mostly about -51% to -80%; further: on the % scale 0 is the no-effect control and ±100 the full control effect
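Single-point screen (50 µM final compound) in Neuro2A cells stimulated 20 min with 6 nM IGF at 37 deg C. After lysis, Ser473-phosphorylated Akt read by HTRF (ex 330 nm, em 615/665 nm) as the 665/615 ratio.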
EPAC2 antag: antagonists of human EPAC2; Potency, µM (highest dose often 114 µM), for inactives: at the highest dose activity, negative = inhibition, hits mostly inhibitors; 360,000 tested, 0.18% active; AID 720708; EPAC2 GEF exchange of Rap1B-BODIPY-GDP, fluorescence; Q8WZA2; further: potency means the concentration at half of the fitted maximal effect; on the % scale 0 is the no-effect control and ±100 the full control effect; nearly all actives have a fitted effect of over 45% in size; many of its hits are not listed in these tables
An asterisk follows results filed as active; i = inactive; u = inconclusive; x = no result given; & = joins results of further samples; [ ] = dose if it differs, or a comment. Unless noted, the call rests on the fitted dose curve; in most records, active means well fitted curve in the direction sought with a large enough effect; inconclusive means small, poorly fitted or top-dose-only effect, or another doubt; inactive means no such curve, though single readings can be large; an effect the other way counts as inactive or inconclusive.

SMILES	TGFb inhibitor	CCT chaperon mod	Nrf2 inh	MmCpn inh	A549 tox	EPAC2 agonist	Nrf2 activator	pAkt inh	EPAC2 antag
COC(=O)c1scc(-c2ccc(C)cc2)c1S(=O)(=O)Nc1cc(Cl)ccc1C	u	x	u	x	0%	x	9.0%	x	x
CCSc1nsc(NC(=O)Nc2cccc(OC)c2)n1	22µM*	3.2	-10%	0%	-2%	-4%	-0.2%[9.22 µM]	i	-10%
COc1ccc(C2NCCO2)cc1OC (stereo not given)	4%	-2.2	0%	1%	-3%	3%	0.0%	i	2%
COc1ccc(C2CC(c3ccccc3)=NN2C(=O)c2ccc(Cl)c([N+](=O)[O-])c2)cc1 (stereo not given)	1%	-3.7	-20%	0%	-4%	5%	0.0%	i	-2%
CCCN1CCN(CCCNC(=O)CCN2C(=O)COc3ccccc32)CC1	10%	1.1	6%	1%	0%	-9%	0.1%	i	-2%
Clc1ccc(-c2nc(NCCCN3CCOCC3)c3ccccc3n2)cc1	u	1.5	2%	3%	0%	9%	13%	i	-6%
Cc1ccccc1S(=O)(=O)Cc1ccc(C(=O)NCCN2CCN(Cc3ccccc3)CC2)o1	-3%	-0.9	1%	1%	-6%	6%	-0.1%	i	4%
Cc1ccc(C(=O)NCc2ccccn2)cc1Cl	14%	2.5	9%	0%	2%	-1%	0.5%	i	-1%[57.1 µM]
Cc1cc(C)n(-c2cc(N3CCN(S(=O)(=O)c4ccc(C)c(C)c4)CC3)ccc2[N+](=O)[O-])n1	-6%	-1.0	6%	1%	-3%	2%	0.1%	i	12%
COC(=O)COc1ccc2c(=O)c(-c3ccccc3OC)coc2c1	-1%	-0.1	-3%	0%	-8%	6%	-0.4%	i	-11%
CC1CCN(S(=O)(=O)c2ccc(C(=O)OC(C)C(=O)N(C)C3CCCCC3)cc2)CC1 (stereo not given)	4%	0.4	-10%	-2%	-1%	-5%	-0.5%	i	11%
CC1CCCN(C(=O)C2CCN(c3nc(-c4ccccc4)nc4c3CCC4)CC2)C1 (stereo not given)	15%	-1.1	u	1%	-13%	6%	0.2%	i	-23%
CC1CCCN(C(=O)c2cccc(S(=O)(=O)NCc3ccccc3)c2)C1 (stereo not given)	-2%	0.2	x	x	x	4%	0.1%	i	-4%
CCCNS(=O)(=O)c1ccc(OCC(=O)N(C)Cc2ccccc2)cc1	-2%	-1.4	-27%	2%	0%	0%	-0.4%	i	-1%
CC(C)CN(C(=O)CN(C)CC(=O)Nc1ccccc1C#N)c1c(N)n(CC(C)C)c(=O)[nH]c1=O	-5%	0.1	6%	2%	-16%	-1%	-0.5%	i	9%
COCC(=O)Nc1sc2c(c1C(=O)OC)CCC(C)C2 (stereo not given)	-7%	-4.6	16%	-3%	-5%	10%	5.9%	i	-11%
COc1cccc(N2CCN(CC(=O)c3c[nH]c4ccc(OC)cc34)CC2C)c1 (stereo not given)	-19%	-11	-3%	-1%	-8%	12%	2.6%	i	-5%
Cc1c(Cc2ccccc2)c(=O)oc2c(C)c(OC(C)C(=O)N[C@@H](Cc3ccccc3)C(=O)O)ccc12 (stereo not given in full)	12%	-0.9	5%	0%	1%	1%	-0.5%	i	u
Cc1cc(C)c(C(=O)COC(=O)c2ccc([N+](=O)[O-])o2)cc1C	11%	-11	4%	0%	0%	8%	11%	i	-12%
CCOc1ccc(CNC(=O)c2ccc3c(c2)N(CC)CCS3)cc1	-7%	0.4	-8%&-12%	-5%	-2%&9%	6%	-0.5%&0.1%	i	2%
Cc1ccc(CNc2oc(-c3cccs3)nc2C#N)cc1	-13%	-3.1	u	-5%	-19%	20%	0.1%	i	-15%
COCOc1cc(O)c(C(=O)/C=C/c2ccccc2)c(OCOC)c1	u	-3.1	-14%	x	2%	12%	27%	i	-7%
COc1ccc(C(=O)CN2C(=O)NC(C)(c3ccc(C)cc3)C2=O)cc1OC (stereo not given)	4%	-2.7	-18%	0%	-19%	1%	0.2%	i	3%
COC(=O)CCn1nc(-c2ccc(Cl)cc2)c2ccccc2c1=O	-1%	-0.3	-2%	-4%	0%	15%	0.4%	i	-23%
CC(C)(C)c1ccc(/C=C/C(=O)N2CCc3ccccc3C2)cc1	-9%	1.1	14%	-1%	0%	0%	1.4%	i	-21%

Rewritten with bars between the fields: entries from further up.
SMILES | TGFb inhibitor | CCT chaperon mod | Nrf2 inh | MmCpn inh | A549 tox | EPAC2 agonist | Nrf2 activator | pAkt inh | EPAC2 antag
Cc1ccc(C(=O)NCc2ccccn2)cc1Cl | 14% | 2.5 | 9% | 0% | 2% | -1% | 0.5% | i | -1%[57.1 µM]
COC(=O)COc1ccc2c(=O)c(-c3ccccc3OC)coc2c1 | -1% | -0.1 | -3% | 0% | -8% | 6% | -0.4% | i | -11%
COc1ccc(C(=O)CN2C(=O)NC(C)(c3ccc(C)cc3)C2=O)cc1OC (stereo not given) | 4% | -2.7 | -18% | 0% | -19% | 1% | 0.2% | i | 3%
COc1ccc(C2CC(c3ccccc3)=NN2C(=O)c2ccc(Cl)c([N+](=O)[O-])c2)cc1 (stereo not given) | 1% | -3.7 | -20% | 0% | -4% | 5% | 0.0% | i | -2%
Cc1c(Cc2ccccc2)c(=O)oc2c(C)c(OC(C)C(=O)N[C@@H](Cc3ccccc3)C(=O)O)ccc12 (stereo not given in full) | 12% | -0.9 | 5% | 0% | 1% | 1% | -0.5% | i | u

Other compounds:
SMILES	TGFb inhibitor	CCT chaperon mod	Nrf2 inh	MmCpn inh	A549 tox	EPAC2 agonist	Nrf2 activator	pAkt inh	EPAC2 antag
COc1ccc(C2(C)NC(=O)NC2=O)cc1OC (stereo not given)	-1%	2.5	5%	1%	2%	2%	-0.2%	i	4%
COC(=O)n1ccc(C(=O)Nc2ccccc2F)n1	-1%	-3.2	1%	0%	0%	4%	0.2%	i	-2%
O=C(CCc1nnc(CCCc2ccccc2)o1)NCCN1CCOC1=O	-8%	0.8	-5%	0%	1%	-3%	-0.7%	i	-10%
CCCC(=O)Nc1ccc2nn(-c3ccc(CC)cc3)nc2c1	13%	x	u	x	-6%	x	5.4%	x	x
COC(=O)CN(c1ccccn1)S(=O)(=O)c1ccccc1	u	-1.8	-2%	-2%	-2%	14%	-0.3%	i	-5%
Cc1cccc(-c2ocnc2C(=O)Nc2ccccc2C(=O)N2CCCC2)c1	-3%	-1.9	28%	0%	-14%	-2%	0.4%	i	-16%
COc1ccccc1CNC(=O)COC(=O)c1cc(=O)c2ccccc2o1	-3%	-4.5	7%	-1%	4%	2%	0.7%	i	3%
OCCNc1nc(Nc2ccc(Cl)cc2)nc(N2CCCC2)n1	-2%	x	u	x	-2%	-5%	14%	x	7%
COc1cc2c(cc1NC(=O)c1cccnc1)oc1ccccc12	9%	-1.3	u	-3%	-3%	9%	13%	i	-1%
Cc1ccc2nc3sc(C(=O)NCc4ccco4)c(N)c3cc2c1	x	-1.7	u	-7%	-10%	-8%	0.1%	i	-8%[57.1 µM]
COc1ccccc1NCC(=O)c1ccc(Cl)cc1	1%	-0.4	5%	-1%	-2%	16%	4.4%	i	-8%
O=C(CCl)Nc1ccc(N=Nc2ccccc2)cc1	u	0.6	10%	2%	-14%	10%	9.8%	i	-1%[57.1 µM]
O=C(COC(=O)C1C2CC3OC(=O)C1C3C2)Nc1ccccc1 (stereo not given)	11%	-0.6	26%	-15%	6%	9%	-1.4%	i	10%
CC1CC(NC(=O)c2c(O)nc3sccn3c2=O)CC(C)(C)C1 (stereo not given)	8%	1.0	u	0%	-17%	-17%	-0.4%	i	-24%
CCc1cc(=O)oc2cc(C)cc(OCC(=O)N[C@@H](CSCc3ccccc3)C(=O)O)c12	1%	-3.0	6%	1%	1%	7%	-0.7%	i	56µM*
O=C1C2C(C(=O)N1c1ccncc1)C1C=CC2C12CC2 (stereo not given)	0%	0.5	-5%	0%	0%	-2%	-0.9%	i	4%
COc1ccc([N+](=O)[O-])cc1N(CC(=O)NCCC1=CCCCC1)S(C)(=O)=O	0%	-0.7	0%	-1%	-12%	-3%	-0.8%	i	-8%
CN(C(=O)COc1ccc2ccc(=O)oc2c1)C1CCS(=O)(=O)C1 (stereo not given)	2%	1.0	6%	-1%	2%	-9%	-0.7%	i	2%
O=c1c2ccccc2nc(/C=C/c2ccc(Br)cc2)n1CCO	17%	-0.2	-13%	x	0%	10%	26%	i	4%
CCOc1ccc(OCC)c(Nc2cc(C)nc3nc(C)nn23)c1	4%	-0.1	12%	-2%	4%	11%	0.3%	i	-3%
CC1=CS(=O)(=O)CC1Sc1nc2ccccc2[nH]1 (stereo not given)	8%	1.5	-10%	0%	0%	1%	-0.7%	i	-2%
COc1ccc(NC(=O)c2c(NC(=O)CCC(=O)O)sc3c2CCCCC3)cc1	14%	-0.3	0%	-1%	0%	0%	-0.4%	i	-1%
CN1CCN(C(CNC(=O)C(=O)Nc2ccc3c(c2)OCO3)c2ccc(F)cc2)CC1 (stereo not given)	-2%	1.8	6%	1%	0%	8%	-0.3%	i	3%
COc1cc([N+](=O)[O-])c2nc(C(=O)O)ccc2c1	2%	-0.6	-8%	x	-8%	4%	u	i	9%
O=C(CCC(=O)OCC(=O)c1ccc(-c2ccccc2)cc1)Nc1cccc2cccnc12	21%	1.3	10%	1%	-5%	1%	-0.6%	i	-1%
CCn1c(C)nc2cc(C(=O)OC(C(F)(F)C(F)F)C(F)(F)C(F)F)ccc21	3%	1.1	u	-5%	-4%	-21%	0.5%	i	-29%
COCc1cc(C)nc(SCC(=O)Nc2ccc3[nH]c(=O)[nH]c3c2)c1C#N	2%	-1.4	-8%	-23%	0%	2%	4.3%	i	-19%
Cn1c(SCc2nc3cc(C(=O)O)ccc3c(=O)[nH]2)nnc1C(F)(F)F	9%	-6.6	4%	1%	-1%	8%	-0.4%	i	11%
c1cc2c(cc1-c1csc(NNC3=NCCCCC3)n1)OCCO2	3%	1.2	27%	-4%	u	0%	11%	i	-12%

This is a subset; the hit share may differ from the screen's.
